Source: PubChem
CSN deneddyl inh: CSN deneddylation inhibition; Purified CSN, SCF-Nedd8-OG deneddylation, fluorescence polarization; inhibition, % at 12.5 µM; Q92905; actives 0.38% (n = 360,000);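 active = pattern-corrected inhibition above about 35%, with an unprinted fluorescence ratio check between 0.5 and 1.5, limit read from the data, passing the limit was not always enough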;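 also: 0% = enzyme with substrate and 100% = substrate without enzyme; some results filed as inactive read as strong as hits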
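Test system: Human Csn5 produced in HEK293T cells | Compound: 12.5 µM single point | Times: 90 min, room temperature | Signal: Fluorescence polarization readout | Read-out basis: % inhibition of substrate cleavage by Csn5 | Controls: no-enzyme wells high, enzyme-with-substrate wells low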
bovine MsrA act: activates bovine MsrA enzyme | purified bovine MsrA, absorbance read-out | activation, % at 10.6 µM | actives 0.3% (n = 360,000); in the data active = activation above about 7.5%;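 also: 0% = vehicle and 100% = reference activator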
Rin1 Abl inh: human Rin1-Abl interaction inhibition. P00519+Q13671. TR-FRET Rin1/Abl binding, biochemical. inhibition, % at 7.35 µM. actives 0.4% (n = 360,000). AID 588664; in the data active = inhibition above about 5%, passing the limit was not always enough
FAS TE block: blocks the thioesterase domain of human fatty acid synthase | P49327 | recombinant FAS-TE, OMFH fluorogenic substrate, fluorescence endpoint | inhibition, % at 15 µM | actives 0.67% (n = 360,000) | AID 602261;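 active = compounds whose normalised, plate-corrected inhibition of enzyme fluorescence in the single-dose primary screen is 50% or more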;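 also: 0% = DMSO with enzyme and 100% = substrate without enzyme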
Target sequence (P49327 whole entry, looked up, the tested form may be a part): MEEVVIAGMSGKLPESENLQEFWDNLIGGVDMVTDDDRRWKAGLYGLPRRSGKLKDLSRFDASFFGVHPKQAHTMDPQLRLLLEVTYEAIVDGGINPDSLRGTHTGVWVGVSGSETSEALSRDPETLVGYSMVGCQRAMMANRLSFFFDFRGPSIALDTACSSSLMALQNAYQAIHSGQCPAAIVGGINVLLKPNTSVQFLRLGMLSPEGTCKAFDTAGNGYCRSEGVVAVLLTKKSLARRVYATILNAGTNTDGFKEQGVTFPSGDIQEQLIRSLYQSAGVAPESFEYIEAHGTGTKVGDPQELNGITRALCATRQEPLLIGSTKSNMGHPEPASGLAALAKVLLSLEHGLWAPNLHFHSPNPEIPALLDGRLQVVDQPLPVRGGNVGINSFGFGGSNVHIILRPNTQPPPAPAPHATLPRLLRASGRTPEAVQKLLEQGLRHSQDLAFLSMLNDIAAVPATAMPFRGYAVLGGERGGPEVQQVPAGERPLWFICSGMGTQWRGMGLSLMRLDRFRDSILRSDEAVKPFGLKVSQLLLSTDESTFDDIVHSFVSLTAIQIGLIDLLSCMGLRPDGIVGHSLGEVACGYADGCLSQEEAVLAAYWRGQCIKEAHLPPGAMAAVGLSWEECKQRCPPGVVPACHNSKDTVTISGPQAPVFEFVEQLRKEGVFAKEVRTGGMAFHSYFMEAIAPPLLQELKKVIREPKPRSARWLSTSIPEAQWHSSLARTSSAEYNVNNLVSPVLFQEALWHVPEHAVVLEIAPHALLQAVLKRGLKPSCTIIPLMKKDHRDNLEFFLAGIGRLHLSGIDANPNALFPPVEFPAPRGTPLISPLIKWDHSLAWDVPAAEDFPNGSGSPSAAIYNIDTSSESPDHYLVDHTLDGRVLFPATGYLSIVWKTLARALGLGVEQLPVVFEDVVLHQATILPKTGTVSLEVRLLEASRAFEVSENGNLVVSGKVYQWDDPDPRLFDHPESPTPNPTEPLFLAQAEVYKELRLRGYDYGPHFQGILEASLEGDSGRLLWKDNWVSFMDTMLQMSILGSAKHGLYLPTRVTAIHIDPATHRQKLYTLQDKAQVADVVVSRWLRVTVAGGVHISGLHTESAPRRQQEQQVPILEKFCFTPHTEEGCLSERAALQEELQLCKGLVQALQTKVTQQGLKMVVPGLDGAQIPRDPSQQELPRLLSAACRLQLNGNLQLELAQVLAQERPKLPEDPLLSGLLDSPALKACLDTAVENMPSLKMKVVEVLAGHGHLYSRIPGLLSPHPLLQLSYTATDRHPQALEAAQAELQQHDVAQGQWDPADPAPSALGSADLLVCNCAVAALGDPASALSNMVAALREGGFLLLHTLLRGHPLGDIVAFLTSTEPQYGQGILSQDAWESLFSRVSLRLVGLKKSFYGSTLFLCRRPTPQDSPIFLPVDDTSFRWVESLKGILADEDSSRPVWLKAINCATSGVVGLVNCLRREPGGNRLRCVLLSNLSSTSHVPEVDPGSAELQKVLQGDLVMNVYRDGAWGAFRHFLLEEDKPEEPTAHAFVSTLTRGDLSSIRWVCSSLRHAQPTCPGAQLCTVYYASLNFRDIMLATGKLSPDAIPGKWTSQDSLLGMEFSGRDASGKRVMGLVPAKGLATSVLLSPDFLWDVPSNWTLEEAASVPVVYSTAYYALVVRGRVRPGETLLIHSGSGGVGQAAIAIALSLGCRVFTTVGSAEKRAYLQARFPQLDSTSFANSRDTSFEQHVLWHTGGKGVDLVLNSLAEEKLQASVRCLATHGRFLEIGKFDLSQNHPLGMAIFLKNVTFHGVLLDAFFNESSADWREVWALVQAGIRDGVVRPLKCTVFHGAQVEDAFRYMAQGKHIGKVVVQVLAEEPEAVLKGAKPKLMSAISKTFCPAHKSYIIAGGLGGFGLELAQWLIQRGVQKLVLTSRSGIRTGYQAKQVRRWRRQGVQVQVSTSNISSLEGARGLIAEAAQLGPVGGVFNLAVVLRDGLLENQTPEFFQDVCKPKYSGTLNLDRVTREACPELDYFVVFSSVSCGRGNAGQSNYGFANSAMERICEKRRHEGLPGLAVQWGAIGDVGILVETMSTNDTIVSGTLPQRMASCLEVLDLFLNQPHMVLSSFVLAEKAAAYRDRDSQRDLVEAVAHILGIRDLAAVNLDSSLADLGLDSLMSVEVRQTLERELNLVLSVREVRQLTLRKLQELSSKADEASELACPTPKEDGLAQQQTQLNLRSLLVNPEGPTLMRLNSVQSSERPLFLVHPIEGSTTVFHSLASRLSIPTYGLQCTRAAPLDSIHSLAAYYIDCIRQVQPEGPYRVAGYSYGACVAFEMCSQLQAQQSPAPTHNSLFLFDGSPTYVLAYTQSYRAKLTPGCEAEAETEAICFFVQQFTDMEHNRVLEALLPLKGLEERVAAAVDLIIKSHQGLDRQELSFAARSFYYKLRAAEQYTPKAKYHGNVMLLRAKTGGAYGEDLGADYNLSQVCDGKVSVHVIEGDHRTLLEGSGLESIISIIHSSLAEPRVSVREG
Rpn11 inh: Rpn11 (human) deubiquitinase inhibition; actives 0.59% (n = 360,000); calls only at 20 µM; human 26S proteasome, Ub4-pepOG fluorescence polarization; 20S core pre-blocked with epoxomicin;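 active = inhibition at 20 µM, scaled to each plate's controls, above about 33%, limit read from the data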
MsrA inhibitor: inhibitors of bovine MsrA; purified bovine MsrA, absorbance read-out; inhibition, % at 15.5 µM; actives 0.75% (n = 360,000); in the data active = inhibition above about 4.5%;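 also: 0% = vehicle wells with enzyme and 100% = reference inhibitor wells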
eLon inh: inhibitors of E. coli Lon protease. purified E. coli Lon protease, fluorescence polarization. inhibition, % at 7.94 µM. actives 0.42% (n = 360,000); in the data active = inhibition above about 13%, passing the limit was not always enough;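 also: 0% = enzyme with probe and DMSO and 100% = no enzyme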
MT1-MMP act inh: blocks activation of human MT1-MMP | P50281 | HT1080 RFP-PRO-GFP cells, GFP/RFP ratio fluorescence, overnight; percent of plate control window, DMSO zero | GFP/RFP ratio change, % at 20 µM | actives 0.061% (n = 360,000) | AID 651647;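 active = GFP/RFP ratio change of at least 30% with cell ATP level not reduced by more than half and red fluorescence within 50% of control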; also: strong numbers were not always called active
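Assay system: HT1080 RFP-PRO-GFP cells. Benchmarks: DMSO vehicle wells and RFP-L50D-GFP reporter cell wells. Times: overnight cell settling, then overnight compound exposure, 37 °C, 5% CO2. Compound: 20 µM single dose, 1% DMSO. Read-out basis: GFP/RFP fluorescence ratio.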
PABP1 MLLE inh: inhibitors of microRNA-mediated deadenylation, human PABP1 MLLE binding | AID 588489 | inhibition, % at 20 µM | P11940 | actives 0.36% (n = 360,000) | GST-MLLE / FITC-PAM2 fluorescence polarization; in the data active = inhibition above about 35%, passing the limit was not always enough;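 also: plate controls were DMSO wells with GST-MLLE for no effect and wells lacking GST-MLLE protein for full effect; some results filed as inactive read as strong as hits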
Starred values were filed as active, the others as inactive; i = inactive; . = no result given. Compounds as they come; 3.7% or so of the library scored in one or more.

SMILES	CSN deneddyl inh	bovine MsrA act	Rin1 Abl inh	FAS TE block	Rpn11 inh	MsrA inhibitor	eLon inh	MT1-MMP act inh	PABP1 MLLE inh
CNS(=O)(=O)c1cccc(C(=O)OCC(=O)N(CCC#N)c2ccccc2)c1	-9	-2	1	-3	i	-1.3	-1	3	6
COc1ccc(OC)c(NC(=O)C2CC(=O)N(c3ccccc3)C2)c1 (stereo not given)	-1	-3	1	-4	i	0.1	2	14	5
Cc1ccc(CNC(=O)C23CN(Cc4ccccc4)CC2C(c2cccc([N+](=O)[O-])c2)=NO3)cc1 (stereo not given)	-3	-1	-5	44	i	1.9	9	-21	16
Cc1cc(NC(=O)COC(=O)c2c(C)nn(-c3ccccc3)c2C)no1	6	-2	-1	-2	i	-0.6	-2	4	-6
COc1ccccc1NC(=O)c1c(Nc2ccccc2C)sc(C(=O)Nc2cccc(Cl)c2)c1N	-10	-8	-3	36	i	1.2	-12	-3	-13
CCSc1nnc(NC(=O)C2CC=CCC2C(=O)O)s1 (stereo not given)	5	1	0	-10	i	-0.1	0	-1	-2
COc1cc(NC(=O)CN2C(=O)NC(c3ccccc3)(c3ccccc3)C2=O)cc(OC)c1	4	-3	1	13	i	-1.0	4	0	-4
Cc1cc(Cl)ccc1OCCCC(=O)NO	2	2	0	-19	i	-0.4	-3	3	-9
CCOC(=O)C1CCCN(c2ccc(NC(=O)c3snc4c(=O)[nH]c(C)nc34)cc2)C1 (stereo not given)	-4	-2	-5	-4	i	-0.3	-10	21	-8
C#CCOCCOCCOCCNc1nc(N2CCN(C(=O)CCCCCCCCCCNC(=O)[C@@H](CCSC)n3cc(CCO)nn3)CC2)nc(N2CCN(C(=O)CCCCCCCCCCNC(=O)[C@@H]([C@H](C)O)n3cc(C)nn3)CC2)n1	1	1	7	-11	i	1.0	0	24	1
CCc1nc2ccccc2n(CC)c1=O	-4	-2	-6	-10	i	1.0	1	5	9
COc1ccc(Oc2c(OC)cc(NCc3ccc(CN)cc3)c3ncccc23)cc1	42*	-1	-2	-16	i	0.9	-15	-8	-39
COc1cc(CCC(=O)Nc2c(C(=O)N3CCN(c4ccccc4OC)CC3)oc3ccccc23)on1	0	-4	1	7	i	0.3	-1	-1	6
Cc1ccc(S(=O)(=O)N2CCN(CC(=O)N/N=C\c3ccccn3)CC2)cc1	-4	-2	0	13	i	0.5	-5	-1	2
C/C(=N/NC(=O)c1cc(O)c(O)c(O)c1)c1ccc([N+](=O)[O-])cc1	8	-5	41*	10	i	1.2	-7	7	13
O=C(NNC(=O)c1ccccc1O)c1cccc(Br)c1	3	-13	-3	4	i	0.6	-4	8	1
CCOc1ccc(C2C(C(=O)Nc3cc(C)on3)c3ccccc3C(=O)N2CCN2CCOCC2)cc1 (stereo not given)	-8	-7	3	-7	i	1.2	9	-8	-8
O=C(Oc1ccc(Br)cc1C(=S)N1CCCCC1)c1cc([N+](=O)[O-])cc([N+](=O)[O-])c1	0	-1	4	53*	i	.	-1	1	3
O=C(CCNS(=O)(=O)c1ccccc1C(F)(F)F)N1CCN(S(=O)(=O)c2cccc(Cl)c2)CC1	-1	-3	5	12	i	-1.0	-6	-2	3
Cc1cccc(NC(=S)N2CCN(c3ccc(F)cc3)CC2)c1	1	-13	2	-6	i	-0.9	0	2	-120
COc1ccc(N(CC(=O)NC2CCCCC2)S(=O)(=O)c2c(C)[nH]c(=O)[nH]c2=O)cc1	-4	-2	1	-5	i	-1.2	17	-1	5
Cc1cccc(NC(=O)/C=C/c2cccs2)n1	2	-1	-6	-5	i	5.0*	-11	-11	4
CCc1ccc(OCC(=O)NNC(=O)c2ccc(-n3cncn3)c([N+](=O)[O-])c2)cc1	1	-5	0	-1	i	-0.1	-12	4	6
O=C(COC(=O)c1oc2ccccc2c1CSc1ccc(Cl)cc1)NC1CCCC1	2	7	0	37	i	-0.1	-2	-2	3
CCCCN(C)C(=O)c1oc2ccc(S(=O)(=O)N3CCCCCC3)cc2c1C	2	0	-1	27	i	-0.6	0	-2	-6

5 successive compounds out of the list so far, for reference:
SMILES	CSN deneddyl inh	bovine MsrA act	Rin1 Abl inh	FAS TE block	Rpn11 inh	MsrA inhibitor	eLon inh	MT1-MMP act inh	PABP1 MLLE inh
COc1cc(NC(=O)CN2C(=O)NC(c3ccccc3)(c3ccccc3)C2=O)cc(OC)c1	4	-3	1	13	i	-1.0	4	0	-4
Cc1cc(Cl)ccc1OCCCC(=O)NO	2	2	0	-19	i	-0.4	-3	3	-9
CCOC(=O)C1CCCN(c2ccc(NC(=O)c3snc4c(=O)[nH]c(C)nc34)cc2)C1 (stereo not given)	-4	-2	-5	-4	i	-0.3	-10	21	-8
C#CCOCCOCCOCCNc1nc(N2CCN(C(=O)CCCCCCCCCCNC(=O)[C@@H](CCSC)n3cc(CCO)nn3)CC2)nc(N2CCN(C(=O)CCCCCCCCCCNC(=O)[C@@H]([C@H](C)O)n3cc(C)nn3)CC2)n1	1	1	7	-11	i	1.0	0	24	1
CCc1nc2ccccc2n(CC)c1=O	-4	-2	-6	-10	i	1.0	1	5	9

Other compounds.
SMILES	CSN deneddyl inh	bovine MsrA act	Rin1 Abl inh	FAS TE block	Rpn11 inh	MsrA inhibitor	eLon inh	MT1-MMP act inh	PABP1 MLLE inh
NS(=O)(=O)c1ccc(CCNC(=O)CNC(=O)c2ccccc2F)cc1	3	2	-1	-4	i	-0.6	6	-1	10
CC1CCN(CCOCCSc2ccc(Cl)cc2)CC1	-1	-1	0	-6	i	0.2	-2	-1	4
Cc1ccc(CNC(=O)CSc2nc3ccccc3c(=O)n2CC2CCCO2)cc1 (stereo not given)	-5	-11	3	5	i	1.2	8	0	9
CN(C)CCN(C(=O)CN1C(=O)c2ccccc2C1=O)c1nc2cc3c(cc2s1)OCCO3	0	4	0	7	i	-0.1	0	0	15
O=C(NCc1ccncc1)Nc1ccc2c(c1)OCO2	-3	-7	3	-7	i	-2.6	-10	-4	-8
CC(C)OC(=O)C1C(=O)CC(C)(O)C(C(=O)OC(C)C)C1c1ccccc1 (stereo not given)	-6	-1	3	1	i	-0.3	-7	0	3
CC1=Nc2cc(Cl)ccc2Oc2ccccc21	-1	-2	-2	6	i	2.7	-2	2	-7
CCCC(NC(=O)c1c(C)noc1C)C12CC3CC(CC(C3)C1)C2 (stereo not given)	3	2	4	6	i	-1.3	-2	-6	-8
COC(=O)c1ccc(NC(=O)CSc2nnc(-c3ccncc3)n2C)cc1	-5	-8	-3	-6	i	0.1	-5	2	-12
O=C(O)C1CC=CCC1C(=O)NC12CC3CC(CC(C3)C1)C2 (stereo not given)	1	-1	0	-6	i	0.0	-4	-1	-23
CCOc1ccc(-c2cc(C(=O)O)c3ccccc3n2)cc1	2	0	-4	-3	i	2.1	0	1	-6
Cc1c(CCC(=O)NC2CC2)c(=O)oc2cc(O)ccc12	1	-4	-1	-6	i	1.9	-2	4	8
COc1ccc(S(=O)(=O)NC(=O)C2(C)CCN2C(=O)C2CC2)cc1 (stereo not given)	1	-3	-2	-10	i	0.3	-4	3	2
CCCc1cc2nnc(SCC(=O)N(C)C3CCCCC3)n2c(N)n1	0	-1	2	-3	i	-0.8	-3	-5	-19
COc1cc2c(cc1NC(=O)COC(=O)[C@@H](NS(=O)(=O)c1ccccc1)C(C)C)oc1ccccc12	1	-4	0	67*	i	1.4	-4	-7	-8
O=C(Oc1ccc2ccccc2c1Cl)N1CCCCCC1	-5	-6	2	19	i	-0.3	3	9	10
COC(=O)CCCC(=O)N1CCCC(N(C)CCc2ccccc2)C1 (stereo not given)	5	-6	-2	-4	i	1.6	-3	1	-1
CC(C(=O)NC1C=CS(=O)(=O)C1)N1C(=O)/C(=C/c2ccc(Cl)cc2)SC1=S (stereo not given)	4	-4	-2	12	i	1.7	-5	0	34
COc1ccc(NC(=O)C2CCN(C(=O)Nc3ccc(C)cc3)CC2)cc1OC	3	-2	1	-2	i	1.1	3	-2	-9
Cc1cc(C)nc(-n2ncc3c2CC(c2ccc(C(C)C)cc2)CC3=O)n1 (stereo not given)	4	1	-3	30	i	-1.0	-10	1	-7
COc1ccc(-n2ccnc2SCC(=O)NC2CCCC2)cc1	-1	-3	5	-8	i	-0.5	-20	-3	17
Cc1sc2nc3ccc(N4CCCC4)nn3c(=O)c2c1C	5	-3	-4	-3	i	1.8	-10	-5	21
Cc1cccc(C)c1NC(=O)COC(=O)Cc1ccsc1	3	-7	-1	-12	i	0.6	-5	2	13
COc1ccc(NC2CCCN(C(=O)CCCn3cncn3)C2)cc1OC (stereo not given)	4	-2	0	1	i	-0.3	3	5	16
O=C(CC1Oc2ccccc2NC1=O)NC1CC1 (stereo not given)	0	-1	2	-6	i	1.3	4	1	7

The final 5 entries of the section above open the next one:
SMILES	CSN deneddyl inh	bovine MsrA act	Rin1 Abl inh	FAS TE block	Rpn11 inh	MsrA inhibitor	eLon inh	MT1-MMP act inh	PABP1 MLLE inh
COc1ccc(-n2ccnc2SCC(=O)NC2CCCC2)cc1	-1	-3	5	-8	i	-0.5	-20	-3	17
Cc1sc2nc3ccc(N4CCCC4)nn3c(=O)c2c1C	5	-3	-4	-3	i	1.8	-10	-5	21
Cc1cccc(C)c1NC(=O)COC(=O)Cc1ccsc1	3	-7	-1	-12	i	0.6	-5	2	13
COc1ccc(NC2CCCN(C(=O)CCCn3cncn3)C2)cc1OC (stereo not given)	4	-2	0	1	i	-0.3	3	5	16
O=C(CC1Oc2ccccc2NC1=O)NC1CC1 (stereo not given)	0	-1	2	-6	i	1.3	4	1	7
CSc1ccccc1NC(=O)CN1c2ccccc2CC1C (stereo not given)	-3	-4	-4	14	i	1.7	-4	-6	-3
Cc1cccc(N2CC(c3nc4ccccc4[nH]3)CC2=O)c1 (stereo not given)	1	-3	-2	-7	i	1.5	3	5	-2
Cc1c(CC(=O)N[C@@H](C)C(=O)O)c(=O)oc2cc3oc4c(c3cc12)CCCC4	3	-3	0	-4	i	0.5	-5	3	1
CCCc1nc(Nc2nc3ccccc3o2)nc(C)c1C(=O)OCC	2	-11	-2	-5	i	0.3	1	3	-3
C[C@H](CO)N1C[C@H](C)[C@@H](CN(C)Cc2ccc(Cl)c(Cl)c2)Oc2c(NC(=O)c3ccncc3)cccc2C1=O	5	-1	13*	5	i	0.1	3	-5	5
O=C(N=C1c2ccccc2CN1c1ccccc1)c1cccc([N+](=O)[O-])c1	5	-3	0	19	i	0.2	-6	-2	-16
Cn1c(C(=O)N[C@@H](Cc2ccccc2)C(=O)NCCC(=O)O)cc2cc(Cl)ccc21	8	-11	1	6	i	-0.6	-17	-8	-24
Cc1ccc(C)c(-c2cc(C(=O)NCc3cccs3)c3ccccc3n2)c1	0	-7	1	24	i	0.5	-11	-2	-6
Cc1cccc(N2C(=O)N3[C@@H]4c5ccccc5OC[C@@H]4[C@@H](c4ccccc4)[C@@]3(C)C2=O)c1	3	-6	0	29	i	0.2	-1	1	-15
O=C1c2ccccc2CCC12N=NCC2c1ccccc1 (stereo not given)	-4	-9	2	-2	i	0.5	-8	-13	4
